Bioassay records (PubChem)
PAX8 reporter – inhibitors of PAX8-driven TPO luciferase reporter, primary screen, RMG-I cells, single concentration | 360,000 compounds, 1.2% hits | inhibition, % at 12.6 µM | SteadyGlo, 24 h | AID 652154, 2013;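 active = mean replicate inhibition at least 60% with every replicate also reaching 60%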;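 also: luciferase light reporting Pax8 driven TPO promoter activity; plate controls were median of neutral control wells for no effect and mitoxantrone controls for full effect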
PGC1a acetyl inh – inhibitors of PGC1a acetylation signal, primary screen, cell-based, U2OS, AlphaScreen, inhibitor mode | AlphaScreen anti-acetyl-lysine; with virally co-expressed GCN5 acetyltransferase | inhibition, % at 15.6 µM | 350,000 compounds, 0.17% hits | AID 651687, 2012;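 active = every replicate shows inhibition of at least 40%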;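 also: 0% = neutral control wells and 100% = positive control wells; some results beyond the cut were filed as inactive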
LGR2 antag – inhibitors of bursicon-induced LGR2 CRE-luciferase signal, primary screen, cell-based, HEK293, CRE-luciferase reporter, bursicon stimulation; Drosophila bursicon receptor LGR2 (rickets); bursicon-stimulated, 4 h; inhibition, % at 9.99 µM; 380,000 compounds, 0.35% hits;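 active = drop in luminescence signal, shown as inhibition above about 50% in the replicate tests, limit read from the data, passing the limit was not always enough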;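 also: agonist challenge used bursicon conditioned medium at about half maximal strength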
* = called active by the depositor; nt = no result given. This is a subset (hit frequency here may not be typical).

SMILES | LGR2 antag | PGC1a acetyl inh | PAX8 reporter
Cc1ccc(-c2c(C#N)c(N)n3c(nc4ccccc43)c2C#N)cc1 | nt | -6.0 | nt
CC(=O)c1cc2c(cc1NC(=O)CSc1nnc(C)s1)OCO2 | nt | 3.5 | nt
COc1ccc(-c2ccc(-c3noc(C4CCCCC4)n3)c(OC)n2)cc1 | nt | -7.1 | nt
CCCn1c(N)c(C(=O)CSc2nnnn2-c2ccc(O)cc2)c(=O)n(C)c1=O | nt | 6.8 | nt
CC(C)Cc1cc(C(=O)O)c2ccccc2n1 | nt | 15.0 | nt
C=CCSc1nccc(-c2nn(-c3ccc(C)cc3)ccc2=O)n1 | nt | -11.0 | nt
CC12C(=O)N(c3ccccc3C(=O)O)C(=O)C1C1C=CC2C1 (configuration not stated) | nt | -1.3 | nt
CCC(=O)Nc1nonc1-c1nc2ccccc2n1Cc1ccccc1 | nt | 10.0 | nt
CCN(CC)CC(=O)Nc1c(C)cc(C)cc1C | nt | 2.2 | nt
COC(=O)c1ccncc1C(=O)Nc1ccc(F)cc1 | nt | 9.3 | nt
CSc1ncccc1C(=O)OCc1ccccc1F | nt | 4.5 | nt
CCOC(=O)N1CCN(CC(O)COC2CC(C)CCC2C(C)C)CC1 (configuration not stated) | nt | -21.9 | nt
COc1cc(SC#N)ccc1N=Cc1c(C)[nH]n(-c2ccc(Cl)cc2)c1=O | nt | -1.7 | nt
CC1=C(C(=O)OCc2ccccc2)C(c2ccsc2)C(C#N)=C(N)O1 (configuration not stated) | nt | 6.6 | nt
O=C(Cc1cn2ccsc2n1)Nc1ccccc1Oc1ccccc1 | nt | 42.3 | nt
CCOC(=O)c1c(C)oc2c1c(C(c1cccnc1)N1CCOCC1)c(O)c1ccccc12 (configuration not stated) | nt | -10.6 | nt
Cc1cc(C)c([N+](=O)[O-])cc1-c1ccc(/C=N/NC(=O)c2nonc2N)o1 | nt | 5.7 | nt
O=C(CN(C(=O)CCC(=O)Nc1nccs1)c1ccc2c(c1)OCO2)NCC1CCCO1 (configuration not stated) | nt | 0.5 | nt
COCCCNC(=O)C(F)(F)C(F)(F)C(=O)NCCCOC | nt | -4.8 | nt
CC(=O)Nc1ccc(NC(=O)CSC2=NCCS2)cc1 | nt | -1.7 | nt
CC(C)(C)c1ccc(NC(=O)COC(=O)C2=COCCO2)cc1 | nt | 9.9 | nt
O=S(=O)(c1ccccc1)c1nc(-c2ccco2)oc1N1CCOCC1 | nt | 7.8 | nt
COc1ccc(N/C=C(/C(C)=O)c2ccccc2)cc1 | nt | -5.1 | nt
CC1CN(c2ccc(S(=O)(=O)N3CCOCC3)cn2)CC(C)O1 (configuration not stated) | nt | -5.8 | nt
C=CCOc1ccc2ccccc2c1CNCCCN1CCOCC1 | nt | -5.6 | nt
O=C1C2C3C=CC(O3)C2C(=O)N1CC(O)c1ccccc1 (configuration not stated) | nt | 0.4 | nt
CCCC(=O)Nc1ccc(Br)c(Cl)c1 | nt | 3.4 | nt
CCc1cc2cc(C(=O)N3CCN(Cc4ccccc4)CC3)sc2s1 | nt | -2.0 | nt
CC1=NNC(=O)C1C(c1ccc(F)cc1)C(C#N)C#N (configuration not stated) | nt | 15.5 | nt
CC(=O)c1cccc(NC(=S)NCCC2=CCCCC2)c1 | nt | 2.6 | nt
O=C(c1ccco1)c1cn(CC(=O)N2CCCc3ccccc32)c2ccccc12 | nt | -6.0 | nt
Cc1ccc(/C=N/NC(=O)c2csc3c2CCCC3)cc1 | nt | -1.7 | nt
NC(=O)COc1ccc(C2c3c(oc4ccccc4c3=O)C(=O)N2CC2CCCO2)cc1 (configuration not stated) | nt | -16.0 | nt
CCOC(=O)c1c(C#N)cnn1-c1ccc(C)cc1 | nt | 8.8 | nt
CNC(=O)COc1ncnc2sc(C)c(C)c12 | nt | 4.3 | nt
CC1=CC(C)(C)N(C(=O)CSc2nnc(-c3ccc(C)cc3)o2)c2ccc(C)cc21 | nt | 2.6 | nt
O=C(NCc1ccc2c(c1)OCO2)C1CCN(Cc2cnn(-c3ccccc3)c2-n2cccc2)CC1 | nt | 1.9 | nt
CCCn1c(N)c(C(c2ccc(OC)cc2)N2CCN(c3ccccc3)CC2)c(=O)[nH]c1=O (configuration not stated) | nt | -4.0 | nt
CCC(=O)N(CCc1ccccc1C)Cc1cc2cc3c(cc2[nH]c1=O)OCO3 | nt | -3.3 | nt
CSc1cccc(NC(=O)CN(c2ccc(C)cc2C)S(C)(=O)=O)c1 | nt | -8.4 | nt
Oc1ccc2oc3c(c2c1)CCCC3 | nt | 15.3 | nt
CCOc1ccccc1N1CC(C(=O)N2CCc3ccccc32)CC1=O (configuration not stated) | nt | 4.5 | nt
Cc1ccccc1NC(=O)NCC1CCCO1 (configuration not stated) | nt | -14.3 | nt
Cc1ccc(C)c(-c2nc3cc(N)ccc3o2)c1 | nt | -7.9 | nt
O=C1c2cnc3nc(SCc4ccc(Cl)cc4)nn3c2CC2c3ccccc3CCN12 (configuration not stated) | nt | 9.8 | nt
O=C(C1CC1)n1cc(C(=S)N2CCOCC2)c2ccccc21 | nt | -14.2 | nt
COc1ccc(OCCCn2c(=O)oc3ccccc32)cc1 | nt | -3.5 | nt
COc1ccc(OC)c(C(C(=O)NCc2ccco2)N(C(=O)Cn2nnc3ccccc32)C2CC2)c1 (configuration not stated) | nt | -9.9 | nt
Cc1nc2ccccn2c1/C(O)=C1\C(=O)C(=O)N(CCN2CCOCC2)C1c1ccncc1 (configuration not stated) | nt | 6.5 | nt
O=C(C1=C(O)C(=O)N(Cc2ccco2)C1c1cccnc1)c1cc2ccccc2o1 (configuration not stated) | nt | -11.1 | nt
NC(=O)CCCC1=NS(=O)(=O)c2ccccc2N1 | nt | 5.6 | nt
Cc1cc(=O)oc2c1ccc1oc(/C(=N/O)c3ccccc3)c(C)c12 | nt | 15.1 | nt
CCCn1c(Cc2ccccc2)n[nH]c1=S | nt | 6.4 | nt
Nc1nc(N2CCN(C(=O)c3ccco3)CC2)nc2ccc(Br)cc12 | nt | -9.8 | nt
CCOC(=O)N1CCN(C(=O)c2ccccc2NC(=O)c2ccc(OC)cc2)CC1 | nt | 0.8 | nt
CC(=O)Nc1ccc(OCC(=O)c2cc(C)ccc2C)cc1 | nt | 0.6 | nt
CC(C)CC1NC(=O)N(CC(=O)N2CCN(S(=O)(=O)c3ccc4ccccc4c3)CC2)C1=O (configuration not stated) | nt | 0.4 | nt
CCn1c(CNC(=O)COc2c(C)cccc2C)nnc1SCC(=O)Nc1nccs1 | nt | 3.8 | nt
C#CC(CO)N(CCN(Cc1ccccc1)C(C#C)CO)Cc1ccccc1 (configuration not stated) | nt | -9.5 | nt
CCc1ccccc1NC(=O)CC(O)(C(=O)OC)C(F)(F)F (configuration not stated) | nt | -2.7 | nt

Some values from the list:
CCC(=O)Nc1nonc1-c1nc2ccccc2n1Cc1ccccc1 @ PGC1a acetyl inh = 10.0
O=S(=O)(c1ccccc1)c1nc(-c2ccco2)oc1N1CCOCC1 @ PGC1a acetyl inh = 7.8
Cc1cc(C)c([N+](=O)[O-])cc1-c1ccc(/C=N/NC(=O)c2nonc2N)o1 @ PGC1a acetyl inh = 5.7
CC(=O)c1cc2c(cc1NC(=O)CSc1nnc(C)s1)OCO2 @ PGC1a acetyl inh = 3.5
Cc1nc2ccccn2c1/C(O)=C1\C(=O)C(=O)N(CCN2CCOCC2)C1c1ccncc1 (configuration not stated) @ PGC1a acetyl inh = 6.5

Whole records from above. Values in the order: LGR2 antag | PGC1a acetyl inh | PAX8 reporter
Shown for NC(=O)CCCC1=NS(=O)(=O)c2ccccc2N1 = nt | 5.6 | nt
Shown for O=C(C1=C(O)C(=O)N(Cc2ccco2)C1c1cccnc1)c1cc2ccccc2o1 (configuration not stated) = nt | -11.1 | nt
Shown for CC(C)CC1NC(=O)N(CC(=O)N2CCN(S(=O)(=O)c3ccc4ccccc4c3)CC2)C1=O (configuration not stated) = nt | 0.4 | nt
Shown for O=C(C1CC1)n1cc(C(=S)N2CCOCC2)c2ccccc21 = nt | -14.2 | nt
Shown for O=C1c2cnc3nc(SCc4ccc(Cl)cc4)nn3c2CC2c3ccccc3CCN12 (configuration not stated) = nt | 9.8 | nt

The list continues.
SMILES | LGR2 antag | PGC1a acetyl inh | PAX8 reporter
COc1ccc(-c2nnc(SCC(=O)N3CCOCC3)n2C)cc1OC | nt | nt | 8.5
CC(=O)Nc1sc2c(c1C(N)=O)CCCC2 | nt | nt | -6.6
CCC1CCCCN1CCCNC(=O)c1cn(CC(C)C)c(=O)c2cc(OC)c(OC)cc12 (configuration not stated) | nt | nt | -6.7
Nc1c(C(=O)Nc2ccccc2)sc2nc(-c3ccco3)ccc12 | nt | nt | -43.1
Cn1c(N2CCN(C(=O)Nc3ccc(C(F)(F)F)cc3)CC2)nc2ccccc21 | nt | nt | 15.1
Cc1sc2ncn(CC(=O)NCc3ccccn3)c(=O)c2c1S(=O)(=O)N1CCOCC1 | nt | nt | 4.2
CC1CC(C)CN(CCCNC(=O)Cn2ncn3cccc3c2=O)C1 (configuration not stated) | nt | nt | -4.0
COc1ccccc1Oc1ccc(S(=O)(=O)NCc2ccccn2)cc1 | 3.6 | nt | nt
CC1=NN(C(=O)Cc2ccccc2)C(O)(c2cccnc2)C1 (configuration not stated) | 11.8 | nt | nt
O=C(Cn1c(=O)n(-c2ccc(F)cc2)c(=O)c2sccc21)c1ccccc1 | -4.2 | nt | nt
CSc1ncc(Cl)c(C(=O)Nc2ccccc2Cl)n1 | 7.8 | nt | nt
CC(C)CCNC(=O)c1cccnc1Sc1ccccc1 | -28.2 | nt | nt
COc1ccc(-c2cn(-c3ccc(SC(F)F)cc3)c3[n+]2CCC3)cc1OC | 25.9 | nt | nt
CCOP(=O)(OCC)C(Nc1ccccn1)c1ccccc1 (configuration not stated) | 1.4 | nt | nt
CN(c1ccccc1)c1nc(N)c([N+](=O)[O-])c(NCc2ccco2)n1 | -17.3 | nt | nt
Cc1nc(C)c(-c2nnc(-c3ccc(C(C)(C)C)cc3)o2)cc1C(=O)NN | -14.4 | nt | nt
CCOC(=O)C(NC(=O)Nc1ccc(F)cc1F)(Oc1ccccc1)C(F)(F)F (configuration not stated) | 15.5 | nt | nt
CCOC(=O)N1C=CC(C)=C[C@@H]2[C@@H](N3C(=O)c4ccccc4C3=O)C(=O)N21 | -3.3 | nt | nt
N/C(=N\OS(=O)(=O)c1ccccc1)c1ccccn1 | 9.2 | nt | nt
O=C1Cc2ccccc2Sc2cc(OCCCN3CCCCC3)ccc21 | -10.2 | nt | nt
O=C(/C=C/c1ccc2c(c1)OCO2)NCCSCc1c(Cl)cccc1Cl | -6.9 | nt | nt
C[C@@H]1CCCCO[C@@H](CN(C)C(=O)c2ccncc2)[C@@H](C)CN([C@@H](C)CO)C(=O)c2cc(NC(=O)c3ccccc3)ccc2O1 | -3.8 | nt | nt
C[C@@H]1CN([C@@H](C)CO)C(=O)Cc2cc(NC(=O)NC3CCCCC3)ccc2O[C@H]1CN(C)Cc1ccc(C(=O)Nc2ccccc2N)cc1 | -7.2 | nt | nt
CC(C)CCOP(=O)(c1ccccc1)c1ccccc1 | 8.1 | nt | nt
Cc1nc(NS(=O)(=O)c2ccccc2C)c2c3c(sc2n1)CCC3 | 12.3 | nt | nt
CC(C)COP(=O)(OCC(C)C)C(O)c1ccc(F)cc1 (configuration not stated) | -1.6 | nt | nt
CCCN(CCC)CCNS(=O)(=O)c1ccc2c(c1)CCN2C(=O)C1CCC1 | -0.4 | nt | nt
CNC(=S)NN(C)c1nc(C)cc(C)n1 | -19.6 | nt | nt
Cc1ccc(-n2c(=O)c3sccc3n(Cc3cc(=O)n4cc(Cl)ccc4n3)c2=O)cc1F | -16.8 | nt | nt
O=C(CSc1nnc(-c2ccncc2)o1)NC1C2CC3CC(C2)CC1C3 (configuration not stated) | 7.1 | nt | nt
CCOC(=O)C(=O)N=Nc1c(O)[nH]c2ccccc12 | -3.0 | nt | nt
Cc1ccc(NC(=O)N(Cc2ccco2)Cc2cc3cc(C)cc(C)c3nc2Cl)cc1 | -7.3 | nt | nt
Cc1c(NC(=O)/C(C#N)=C\c2cccs2)c(=O)n(-c2ccccc2)n1C | 8.6 | nt | nt
CC(C)(C)OC(=O)N/N=C/c1ccc(C(=O)O)cc1 | -8.5 | nt | nt
Cc1cc(C)c(N(C(=O)CN2C(=O)c3ccccc3S2(=O)=O)C(C(=O)NCC2CCCO2)c2ccc(F)cc2)c(C)c1 (configuration not stated) | 23.7 | nt | nt
COC1=C(Nc2ccccc2)C(=O)c2ccccc2C1=O | 27.4 | nt | nt
CCOC(=O)c1sc(NC(=S)NC(=O)C2CCCC2)cc1C | -3.0 | nt | nt
Cc1ccc(C(=O)NCC(=O)Nc2cccc(C(F)(F)F)c2)cc1 | 4.2 | nt | nt
CCCC12CN3CCN(CC(C3)/C1=N\NC(=O)Nc1ccccc1)C2 | 19.1 | nt | nt

Reprinted at random: 2 records from the list
SMILES | LGR2 antag | PGC1a acetyl inh | PAX8 reporter
CNC(=S)NN(C)c1nc(C)cc(C)n1 | -19.6 | nt | nt
Cc1nc(NS(=O)(=O)c2ccccc2C)c2c3c(sc2n1)CCC3 | 12.3 | nt | nt
